JMJD2A Tudor = qHTS Assay for Inhibitors of JMJD2A-Tudor Domain. 390,000 compounds, 4.4% hits. Potency, µM (series often up to 114 µM), without a hit: top-dose activity change, negative = inhibition, actives largely listed as inhibitors. Lysine-specific demethylase 4A (Homo sapiens), O75164. AlphaScreen JMJD2A-Tudor / H3K4me3 peptide binding; note: potency is the fitted concentration of half-maximal effect; % is set by controls: 0 for no effect and ±100 for the full control effect; nearly all actives have a fitted effect of over 50% in size
ALOX12 inh = Primary qHTS assay for inhibitors of human arachidonate 12S-lipoxygenase (ALOX12): Round 2; purified 12hLO, xylenol orange hydroperoxide absorbance; Potency, µM (doses to about 108 µM), inactives show at the highest dose activity change, negative = inhibition, actives largely listed as inhibitors; 580,000 compounds, 1.1% hits; note: potency is the fitted concentration of half-maximal effect; % is set by controls: 0 for no effect and ±100 for the full control effect
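Purified human 12hLO (150 nM final) in 25 mM Hepes, 0.01% Triton X-100, pH 7.0 was preincubated 15 min at room temperature with compound. Then 40 uM arachidonic acid was added, 30 min. Hydroperoxide was read by Fe-XO absorbance ratio 573/405 nm.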
RGS4 inh = Inhibitors of Regulator of G Protein Signaling (RGS) 4: qHTS | AID 504845, 2011 | 390,000 compounds, 0.039% hits | Potency, µM (series often up to 114 µM), inactives show at the highest dose activity change, negative = inhibition, usual class: inhibitors | Transcreener GDP fluorescence polarization, RGS4-accelerated GTP hydrolysis; note: potency is the fitted concentration of half-maximal effect; % is set by controls: 0 for no effect and ±100 for the full control effect; nearly all actives have a fitted effect of over 75% in size; some results filed as inactive show a strong effect at the top dose
Target sequence (P49798 whole entry, looked up): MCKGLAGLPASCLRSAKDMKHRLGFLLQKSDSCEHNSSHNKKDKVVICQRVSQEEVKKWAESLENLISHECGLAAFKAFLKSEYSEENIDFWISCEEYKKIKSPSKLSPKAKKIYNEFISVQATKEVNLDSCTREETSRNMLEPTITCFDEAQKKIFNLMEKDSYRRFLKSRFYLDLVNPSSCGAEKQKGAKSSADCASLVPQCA
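MLSMR compounds (23 nl, pin-transferred) preincubated 10 min at room temperature with a 500nM (2x) first reagent, then RGS4 at 900nM (2x) plus Transcreener GDP mix added; fluorescence polarization (620/688 nm) read before and after 90 min at 30 °C.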
GLS inh = qHTS for Inhibitors of Glutaminase (GLS); GLS enzymatic activity, qHTS titration; Glutaminase kidney isoform, mitochondrial (Homo sapiens), O94925; Potency, µM (series often up to 45.5 µM), without a hit: at the top dose activity change, negative = inhibition, hits mostly inhibitors; AID 624170, 2012; 410,000 compounds, 0.21% hits; note: potency is the fitted concentration of half-maximal effect; % is set by controls: 0 for no effect and ±100 for the full control effect
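hKGA in 45 mM KH2PO4 pH 8.2, 0.02% Tween-20 with pin-transferred compounds; 1 mM L-glutamine (stock) plus glutamate oxidase/HRP/Amplex Red coupling added. Fluorescence read initially and after 30 min at RT.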
ERG Ets-DNA blk = qHTS for Small Molecule Inhibitors of the ERG Ets/DNA interaction | Potency, µM (top dose mostly 76.9 µM), for inactives: at the highest dose FP activity, negative = inhibition, actives largely listed as inhibitors | fluorescence polarization, His-ERG Ets domain / labelled DNA | 370,000 compounds, 0.028% hits | Transcriptional regulator ERG (Homo sapiens), P11308; active = well fitted inhibition curve with a large enough effect in the polarisation, with a control signal flat; inconclusive = small, poorly fitted or top-dose-only effect, or effect the other way, or a change in a side signal; inactive = no such curve, though single readings can be large or run the other way; the % refers to the polarisation;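 note: polarization taken with two DNA probes labelled with fluorescein and Texas red; potency is the fitted concentration of half-maximal effect; % of control where 0% means no effect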
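His-tagged ERG Ets domain (1 uM in the protein solution; 300mM KCl, 50mM Tris-HCl, 1mM EDTA, 1mM DTT, pH 7.5) received compound, then a probe mix of 5 nM fluorescein-DNA and 100nM Texas-615-DNA. Fluorescence polarization was read for both dyes.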
HP1b chromo inh = HTS for Inhibitors of HP1-beta Chromodomain Interactions with Methylated Histone Tails; AlphaScreen HP1-beta / biotin-H3K9me3 peptide binding; 390,000 compounds, 0.56% hits; AID 540317, 2011; Potency, µM (doses to about 114 µM), without a hit: at the top dose activity change, negative = inhibition, hits mostly inhibitors; note: potency is the fitted concentration of half-maximal effect; nearly all actives have a fitted effect of over 70% in size; inactives centre near 23
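HP1-beta protein (50 nM final) preincubated 30 min at room temperature with biotinylated H3(1-18)K9me3 peptide (50 nM) in PBS pH 7.4, 0.01% Tween-20, then compound added for 30 min. AlphaScreen streptavidin donor/nickel chelate acceptor beads (10 ug/mL final), 30 min dark, luminescence read.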
PI4K2A block = qHTS for small molecular inhibitors of PI4K2A | Phosphatidylinositol 4-kinase type 2-alpha (Homo sapiens), Q9BTU6 | AID 1346378, 2018 | purified PI4K2A, ADP-Glo luminescence, 1 h; active compounds read low | 420,000 compounds, 0.13% hits | activity change, negative = inhibition, % at 76.9 µM; in the data active = activity change below about -50%; inconclusive = mostly about -30% to -49%;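 note: -100% = wells without enzyme as full effect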
Target sequence (Q9BTU6 whole entry, looked up): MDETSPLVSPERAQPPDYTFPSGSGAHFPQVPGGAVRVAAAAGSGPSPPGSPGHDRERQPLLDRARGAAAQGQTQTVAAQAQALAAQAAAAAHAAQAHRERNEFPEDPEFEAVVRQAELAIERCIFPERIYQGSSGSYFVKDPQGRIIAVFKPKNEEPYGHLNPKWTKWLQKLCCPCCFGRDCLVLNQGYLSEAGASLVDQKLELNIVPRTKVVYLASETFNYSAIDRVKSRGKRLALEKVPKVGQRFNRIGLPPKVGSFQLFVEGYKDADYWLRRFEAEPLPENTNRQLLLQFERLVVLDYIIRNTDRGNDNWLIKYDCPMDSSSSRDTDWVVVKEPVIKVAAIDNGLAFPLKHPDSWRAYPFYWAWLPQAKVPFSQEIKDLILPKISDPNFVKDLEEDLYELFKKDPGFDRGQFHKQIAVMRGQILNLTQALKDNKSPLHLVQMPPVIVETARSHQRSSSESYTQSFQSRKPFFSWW
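Compounds are screened against recombinant PI4K2A using PI as substrate and ATP, the latter dispensed at 300 microM. Reactions run one hour at ambient temperature before ADP-Glo detection; full inhibition defined by wells lacking enzyme.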
BAZ2B block = qHTS Assay for Inhibitors of BAZ2B | 360,000 compounds, 4.4% hits | Bromodomain adjacent to zinc finger domain protein 2B (Homo sapiens), Q9UIF8 | AlphaScreen BAZ2B-H3K14Ac peptide displacement | AID 504333, 2011 | Potency, µM (top dose mostly 114 µM), for the others: top-dose activity change, negative = inhibition, most hits filed as inhibitors; note: potency is the fitted concentration of half-maximal effect; % is set by controls: 0 for no effect and ±100 for the full control effect; nearly all actives have a fitted effect of over 60% in size
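AlphaScreen displacement: compounds (up to 110uM) incubated 30 min at room temperature with a preformed 50 nM BAZ2B/50 nM biotinylated H3K14Ac peptide complex in PBS pH 7.4 with Tween-20. Donor and acceptor beads at 10 ug/mL final added, 20 min light-protected before reading.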
G9a inh = qHTS Assay for Inhibitors of Histone Lysine Methyltransferase G9a; Histone-lysine N-methyltransferase EHMT2 (Homo sapiens), Q96KQ7; G9a H3K9 monomethylation, AlphaScreen, 2 h; Potency, µM (top dose mostly 102 µM), for the others: at the top dose activity, negative = inhibition, hits mostly inhibitors; 350,000 compounds, 8.8% hits; AID 504332, 2011; note: potency is the fitted concentration of half-maximal effect; % is set by controls: 0 for no effect and ±100 for the full control effect; nearly all actives have a fitted effect of over 75% in size
Target sequence (Q96KQ7 913-1193 limits assumed): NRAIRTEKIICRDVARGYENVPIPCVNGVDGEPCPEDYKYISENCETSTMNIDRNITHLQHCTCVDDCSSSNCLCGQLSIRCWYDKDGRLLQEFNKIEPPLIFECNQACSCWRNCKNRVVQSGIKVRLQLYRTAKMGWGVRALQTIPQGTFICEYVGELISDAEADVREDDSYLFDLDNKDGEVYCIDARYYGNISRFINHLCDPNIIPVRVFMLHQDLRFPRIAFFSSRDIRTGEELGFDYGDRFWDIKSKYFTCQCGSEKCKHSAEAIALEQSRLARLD
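Quantitative HTS format: methyltransferase activity on a biotin-tagged H3K9 peptide is measured by AlphaScreen, using a rabbit anti-monomethyl-H3K9 antibody with streptavidin donor and anti-IgG acceptor beads. Final levels are 20 nM enzyme, 500 nM peptide, 20 uM SAM; 2 h RT.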
Numbers without * were called inactive; ? = inconclusive; nt = not tested or not shown; [ ] = dose if it differs, or a comment. Unless noted, calls come from the whole dose curve; as a rule, active = well fitted curve in the direction sought with a large enough effect; inconclusive = small, poorly fitted or top-dose-only effect, or another doubt; inactive = no such curve, though single readings can be large; an effect the other way counts as inactive or inconclusive.

SMILES	JMJD2A Tudor	ALOX12 inh	RGS4 inh	GLS inh	ERG Ets-DNA blk	HP1b chromo inh	PI4K2A block	BAZ2B block	G9a inh
CCOC(=O)c1csc(-c2ccc([N+](=O)[O-])cc2)n1	-32%	1%	13%	2%	-19%	-9%	0	?	?
Cc1ccc(CC(=O)NC2CCCc3ccccc32)cc1C (stereo unspecified)	-13%	-4%	19%	15%	12%	-2%	7	4%	-6%
C/C(=N\Nc1ccc(C)c(Cl)c1)c1ccncc1	?	45µM*	-13%	-3%	13%	23%	-4	?	22µM*
COc1cccc(NC(=O)CN2CCN(C(=O)c3ccco3)CC2)c1	-12%	-4%	-26%	-1%	9%	24%	-3	-17%	11%
COC(=O)c1ccc(-n2nnc(-c3nsc(NC(=O)c4ccc(Cl)cc4)n3)c2C)cc1	4%	0%	-14%	8%	1%	32%	-21	3%	-8%[59 µM]
COc1ccc(C=O)cc1OC1C=CCCC1 (stereo unspecified)	16%	3%	?	-2%	-4%	81%[activator]	-1	-2%	33%
Cn1c(=O)c2c(n3cnnc13)-c1ccccc1CC21CCCC1	-13%	-8%	18%	15%	nt	21%	4	-13%	-26%[59 µM]
CC(=O)Nc1ccc2c(c1)ncn2C	-15%[57.1 µM]	-7%	-1%[56.9 µM]	1%	3%	60%[activator]	-2	-1%	0%[59 µM]
O=C1NC(=Nc2ccccc2)S/C1=C\c1ccccc1	-16%	-14%	-31%	-6%	5%	48%[activator]	5	-32%	-2%[0.501 µM]
O=C(CO)N/N=C/c1c2ccccc2cc2ccccc12	-22%[57.1 µM]	-12%	?	1%	1%	?	0	?	nt
O=C(C/C=N/OCc1ccc(Cl)cc1Cl)c1ccccc1	69%[activator]	9%	-10%	-4%	-5%	120%[activator]	0	131%[activator]	85%[activator][59 µM]
O=C(Nc1cccc(OCC(=O)N2CCOCC2)c1)c1cccc(Cl)c1	-23%	4%	-14%	-4%	-1%	24%	7	-1%	-5%
CCN1CCN(C(=O)C2=CC(c3ccc(OC)cc3)=NS(=O)(=O)N2C)CC1	-14%	-13%	-7%	-2%	0%	4%	-1	6%	nt
COc1cc(C(=O)NC(C)CCn2cccn2)ccc1OC1CCN(C(C)=O)CC1 (stereo unspecified)	-5%	-10%	-9%	-1%	-3%	25%	-2	1%	77%[activator]
CCOC(=O)C1CCCN(C2CC(=O)N(c3ccccc3)C2=O)C1 (stereo unspecified)	2%	0%	5%	14%	-2%	46%[activator]	2	2%	nt
COc1ccc(CCN2C(=O)NC(NS(=O)(=O)c3ccc(Cl)cc3)(C(F)(F)F)C2=O)cc1OC (stereo unspecified)	2%	-9%	-16%	-2%	-6%	51%[activator]	-1	nt	-11%
CN(c1ccccc1)S(=O)(=O)c1ccc(C(=O)OCC(=O)NCc2cccs2)cc1	6%	0%	3%	2%	9%	64%[activator]	1	2%	4%
O=C(OCc1cnc(Cl)s1)c1c(F)cccc1F	?	-4%	-109%[56.9 µM]	7%	4%	43%[activator]	6	13%	12%
Cc1ccccc1-n1c(C)cc(/C=N/NC(=O)c2ccc(CN3CCOCC3)cc2)c1C	-30%	5%	25%	3%	-4%	7%	6	-38%	21%[59 µM]
Cc1ccc(-c2cc3ncc(C#N)c(N)n3n2)cc1	3%	0%	-11%	2%	-1%	23%	0	-7%	43%[activator]
COc1cccc(CC(=O)Nc2ccc3c(c2)OC2(CCCC2)O3)c1	?	-1%	18%	-2%	-30%	-3%	-4	?	-4%[12.7 µM]
Cc1ccc2nc(N3CCN(S(=O)(=O)c4ccc5c(c4)OCCO5)CC3)c(C#N)cc2c1	25%	-4%	-15%	-16%	3%	64%[activator]	14	5%	30%[12.7 µM]
COc1ccc(C2NC(=O)Cc3cc(OC)c(OC)cc32)cc1OC (stereo unspecified)	-13%	-7%	-15%	2%	7%	37%	-1	-20%	-11%
Cc1onc(-c2c(Cl)cccc2Cl)c1C(=O)N(C)Cc1ccccc1	6%	-8%	-4%	-2%	-7%	34%	0	10%[0.457 µM]	4%[59 µM]
COc1cc(OC)cc(C(=O)N[C@H](C(=O)Nc2ccc3c(c2)OCO3)C(C)C)c1	-19%	-17%	5%	0%	-24%	-14%	2	-17%	14%
Next part
SMILES	JMJD2A Tudor	ALOX12 inh	RGS4 inh	GLS inh	ERG Ets-DNA blk	HP1b chromo inh	PI4K2A block	BAZ2B block	G9a inh
O=C(Oc1ccc(Br)cc1C(=S)N1CCCC1)c1ccccc1F	-12%	-13%	-22%	-16%	nt	-17%	7	-8%	8.9µM*
COc1ccccc1N1CCN(C(=O)C(=O)c2cn(CC(=O)N3CCCCCC3)c3ccccc23)CC1	?	0%	-19%	0%	11%	-8%	-7	-35%	?
COc1ccc(C(=O)O)cc1NC(=S)NC(=O)Cc1ccc(Cl)cc1	-17%	-13%	-7%	5%	-8%	16%	1	-2%	-21%
COc1ccc2c(c1)/C(=C\c1cccc(/C=C3/C(=O)Nc4ccc(OC)cc43)n1)C(=O)N2	-17%	3%	?	-34%	nt	10%	-6	nt	nt
C=CCN(CC=C)C(=O)COC(=O)c1ccc(Sc2ncn[nH]2)c([N+](=O)[O-])c1	-21%	-1%	-18%	1%	-7%	-1%	3	?	28µM*
COc1cccc(C(=O)Nc2ccccc2F)c1	-3%	0%	3%	6%	2%	9%	-7	-8%	2%
CCCCNC(=S)N1CCN(C(c2ccccc2)c2ccccc2)CC1	-7%	-5%	-16%	6%	-5%	17%	-4	-2%	42%[activator]
Cc1ccc2nc(NC(=O)CN3CCOCC3)sc2c1	?	-64%	11%	0%	nt	0%	2	-5%	0%[12.7 µM]
O=C(CSc1nc2c(cnn2-c2ccc(F)cc2)c(=O)[nH]1)Nc1nccs1	-29%	11%[57.4 µM]	-8%	0%	-1%	21%	-2	-37%	?
O=C(Nc1cccc(F)c1)Nc1cccc(Cl)c1	13%	?	25%	-3%	11%	58%[activator]	-1	9%	-8%[0.501 µM]
COc1ccc(OC(=O)Nc2ccccc2)cc1	0%	?	3%	12%	1%	18%	-2	7%	1%[59 µM]
COc1ccc2ccccc2c1/C=N/NC(=O)c1ccc(C)nc1	-29%	0%	-14%	4%	7%	23%	2	?	-12%
COc1ccc(-c2noc(N3CCC(C(=O)Nc4cccc(OC)c4)CC3)n2)cc1	-17%	22%	12%	-3%	-7%	19%	3	4%	43%
COc1cccc(-c2nn(C)c3sc(C(=O)Nc4ccc5c(c4)OCCO5)cc23)c1	-35%	nt	20%	8%	-1%	-1%	-10	?	-46%[12.7 µM]
O=C(Cn1nnc(-c2ccccc2)n1)NCc1cccs1	2%	-18%	-22%	-3%	12%	28%	-1	3%	8%
Fc1ccc(-c2nnc3ccc(N4CCc5ccccc5C4)nn23)cc1	-13%	?	-22%	-4%	8%	31%	0	5%	-18%
O=C(Nc1ncc(Cc2ccccc2Cl)s1)c1ccc([N+](=O)[O-])cc1	-12%	2%	0%	-8%	6%	21%	1	?	-2%
COc1ccc(CCn2c(=N)c(C(=O)NCCN3CCOCC3)cc3c(=O)n4cccc(C)c4nc32)cc1OC	?	-2%	-11%[56.9 µM]	0%	3%	26%	-2	?	-13%[0.0925 µM]
COCc1nnc(NC(=O)c2cc(Cl)ccc2OC)s1	-10%	?	-44%	-16%	-12%	14%	0	19%	-40%[12.7 µM]
CC(C)(C)C(=O)N(Cc1ccccc1)c1ccccn1	-8%	0%	-6%	-21%	9%	51%	-4	2%	12%
Cc1cc(C)cc(N(CC(=O)NC2CC3CCC2C3)S(C)(=O)=O)c1 (stereo unspecified)	-11%	0%	-2%	-2%	9%	12%	4	-2%	12%[59 µM]
CCOC(=O)c1[nH]c2ccc(OC)cc2c1NC(=O)CCN1CCN(Cc2ccccc2)CC1	-19%	?	12%	33%[activator]	-10%	17%	-1	-4%	-14%[2.33 µM]
C/C(CCS(=O)(=O)c1ccccc1)=N/O	-11%	15%	-11%	-1%	16%	30%	0	0%	4%
CCc1ccc2nc(NC(=O)CCCc3cccs3)sc2c1	3%	0%	-20%	-9%	-6%	40%	0	9%	9%[59 µM]
O=C(NCc1ccc2c(c1)OCO2)c1ccc(S(=O)(=O)NCC2CCCO2)cc1 (stereo unspecified)	-5%	0%	-45%	-2%	4%	22%	4	8%	7%[12.7 µM]
Cc1ccc(NC(=O)Nc2ccc3c(c2)OCO3)nc1	-18%	1%	-8%	8%	7%	28%	-1	-25%	2%
CC(=O)Nc1ccc(NC(=O)C(C)OC(=O)C2CCN(S(=O)(=O)c3ccc4c(c3)OCCO4)CC2)cc1 (stereo unspecified)	-14%	10%	-33%	-14%	?	38%	1	5%	-30%
Cc1ccc(NC(=O)NCCCN2CCOCC2)cc1	7%	1%	-8%	-10%	-4%	38%	5	-2%	0%[12.7 µM]

Source: PubChem (National Center for Advancing Translational Sciences (NCATS))

Some of the compounds tested. The share of hits here may be higher or lower than overall.
